RAD54 branch: inhibitors of human RAD54 branch migration, primary screen, biochemical, fluorescence, single point; inhibition, % at 10.4 µM; 360,000 tested, 0.14% active; RAD54 Holliday junction branch migration, FAM/BHQ fluorescence;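 active = mean normalized replicate activity at least 40 and at least half of replicates scoring 40 or more; inconclusive = only one of the two criteria met; inactive = mean below 40 and under half of replicates reaching 40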;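 note: 0% = median of neutral control wells and 100% = median of positive control wells; inhibitors cause a drop in the FAM fluorescence signal; in these data hits start at about 50%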
S100A4 MyoIIA: inhibitors of S100A4-myosin IIA peptide binding, primary screen, biochemical, fluorescence polarization, TAMRA-MyoIIA peptide; AID 652163, 2013; Protein S100-A4 (Homo sapiens), P26447; 360,000 tested, 0.14% active; inhibition, % at 10.7 µM;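 active = mean inhibition of at least 70% across replicates, with every replicate also reaching that level; inconclusive = mean inhibition reaches 70% but some replicates fall short; inactive = mean inhibition below 70%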
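Material: human S100A4 monomer with TAMRA-labelled myosin IIA peptide; buffer or medium: HEPES pH 7.2 with CaCl2, KCl, NaCl, DTT, Triton; compound dosing: one concentration per compound; schedule: 5 min incubation before reading; benchmarks: neutral control DMSO, positive control TFP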
EWS-Fli block: EWS/Fli-driven NR0B1 reporter inhibitors, primary screen, A673 cells, NR0B1 luciferase, luminescence, MLPCN library. viability-normalised. inhibition, % at 12.6 µM. 350,000 tested, 0.67% active. AID 651661, 2012;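 active = mean inhibition of at least 50% after viability correction, with every replicate also passing that limit; inconclusive = mean reaches 50% but only one of two replicates passes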;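 note: firefly luciferase signal divided by Alamar Blue viability fluorescence both relative to DMSO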
XiGFP reactiv: activators of inactive X chromosome reactivation, primary screen, imaging, XiGFP fibroblasts, GFP high-content imaging, set 2. XiGFP mouse fibroblasts, % GFP-positive cells imaging, 3 d; cells co-treated with 5-aza-dC sensitizer; scaled so ellipticine positive control = 100%. activation, % at 7.58 µM. 360,000 tested, 0.055% active;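 active = mean normalized replicate activation at least 10% and every replicate at or above 10%; inconclusive = only one of the two criteria met; inactive = mean below 10% and not all replicates reach 10%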;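 note: 0% = median of on-plate neutral control wells and 100% = ellipticine 6 µM median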
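System: 68-5-11 XiGFP fibroblast line; Timing: 3 days compound exposure; Compound dosing: one concentration, pinned; Benchmarks: positive control ellipticine, 6 µM final; Buffer or medium: DMEM containing 5-aza-dC.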
RAD52 anneal inh: RAD52 DNA annealing inhibitors, primary screen, biochemical, FRET, single point, set 2. DNA repair protein RAD52 homolog (Homo sapiens), P43351. recombinant RAD52 DNA annealing, FRET fluorescence. inhibition, % at 18.7 µM. 360,000 tested, 0.46% active. AID 651710, 2012;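 active = every replicate showing at least 50% inhibition; inconclusive = mean inhibition at least 50% but not in every replicate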
Target sequence (P43351 whole entry, looked up): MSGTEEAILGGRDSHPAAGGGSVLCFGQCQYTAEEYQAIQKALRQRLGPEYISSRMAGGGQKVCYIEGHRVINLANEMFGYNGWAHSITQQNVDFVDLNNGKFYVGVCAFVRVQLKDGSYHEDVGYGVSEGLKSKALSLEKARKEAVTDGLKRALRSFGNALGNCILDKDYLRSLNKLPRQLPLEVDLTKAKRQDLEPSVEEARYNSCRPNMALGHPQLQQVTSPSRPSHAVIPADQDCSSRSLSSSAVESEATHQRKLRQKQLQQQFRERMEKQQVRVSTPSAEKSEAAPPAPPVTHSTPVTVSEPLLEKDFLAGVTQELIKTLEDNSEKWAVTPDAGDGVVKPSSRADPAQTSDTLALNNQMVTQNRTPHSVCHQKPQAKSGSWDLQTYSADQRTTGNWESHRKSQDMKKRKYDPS
esBAF inh: Bmi1 luciferase reporter increase in mESCs, primary screen, esBAF inhibitor project, mouse ES cells, Bmi1 luciferase knock-in, single point. reporter increase, % at 12.5 µM. 24 h; 100% = twice the neutral-well signal. 350,000 tested, 2% active; in the data active = activation above about 40%; inconclusive = no clear call, values can overlap the other calls;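 note: 0% = median of the plate's neutral control wells and 100% = double that signal; a rise in the Bmi1 reporter signal indicates esBAF inhibition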
FN deposition inh: inhibitors of fibronectin matrix deposition, primary screen, AH1F cells, Alexa488-fibronectin fluorescence, plate reader; 350,000 tested, 0.086% active; AH1F fibroblasts, overnight; AID 743247, 2014; inhibition, % at 12.6 µM;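 active = mean inhibition across replicates of 30% or more, regardless of how many single replicates reach that level; inconclusive = mean under 30% yet at least half of replicates reach 30%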;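 note: positive control wells lacked labelled fibronectin entirely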
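Material: AH1F fibroblasts assembling fluorescent fibronectin matrix; amount: 10000 AH1F cells/well; medium: DMEM, 2% serum; reagent: Alexa488-fibronectin, 24 nM final in well; dosing: single compound dose, delivered by pin transfer; incubation: 1 h adhesion, overnight exposure; detection: fluorescence after three HBSS washes, excitation 485 nm, emission 525 nm; measure: fibronectin deposition inhibition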
E-sel inducer: E-selectin induction in HUVECs, primary screen, imaging, HUVEC, immunofluorescence imaging, single point; P16581; normalized: neutral wells 0, TNF-alpha wells 100; activation, % at 7.58 µM; 260,000 tested, 0.37% active;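 active = mean E-selectin-positive cell signal at least 10% of the positive control, reached in at least 60% of replicates, without over 20% cell loss; inconclusive = no rule given, readout overlaps actives, possibly toxicity-flagged; inactive = the rest, including those meeting only one limit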;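 note: in these data hits start at about 27%; measured in HUVEC primary endothelial cells; signal is the percent of cells scored E-selectin positive by PE staining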
Target sequence (P16581 whole entry, looked up): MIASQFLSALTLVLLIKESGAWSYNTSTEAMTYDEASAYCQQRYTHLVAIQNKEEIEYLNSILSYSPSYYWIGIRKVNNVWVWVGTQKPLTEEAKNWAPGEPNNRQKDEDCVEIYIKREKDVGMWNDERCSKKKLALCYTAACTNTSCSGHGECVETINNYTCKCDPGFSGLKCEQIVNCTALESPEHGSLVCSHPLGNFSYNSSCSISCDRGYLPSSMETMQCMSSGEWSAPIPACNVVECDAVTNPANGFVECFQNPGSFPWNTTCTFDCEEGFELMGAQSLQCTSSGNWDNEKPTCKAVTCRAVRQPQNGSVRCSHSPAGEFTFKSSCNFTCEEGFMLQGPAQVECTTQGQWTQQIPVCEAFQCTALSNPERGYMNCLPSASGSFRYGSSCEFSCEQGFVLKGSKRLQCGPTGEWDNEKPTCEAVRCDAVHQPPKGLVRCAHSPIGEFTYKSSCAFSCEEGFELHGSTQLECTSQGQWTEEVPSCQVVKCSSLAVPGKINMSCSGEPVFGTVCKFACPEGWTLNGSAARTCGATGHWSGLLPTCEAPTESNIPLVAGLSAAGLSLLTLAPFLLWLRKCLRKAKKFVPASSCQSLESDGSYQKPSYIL
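material = human umbilical vein endothelial cells (HUVEC), E-selectin induction | quantity = 3,000 cells/well | medium = EGM-2 growth medium on 0.1% gelatin-coated wells | technique = immunofluorescence imaging | read-out basis = % PE-positive cells | control set = TNF-alpha positive control, DMSO neutral control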
An asterisk follows results filed as active; u = inconclusive; x = not tested or not shown; & = joins results of further samples. The order is random. About 3% of those tested had a hit in this group.

Results follow in this order: RAD54 branch, S100A4 MyoIIA, EWS-Fli block, XiGFP reactiv, RAD52 anneal inh, esBAF inh, FN deposition inh, E-sel inducer
#1 COc1cc(C(=O)NCc2ccc(OCCN(C)C)cc2)cc(OC)c1OC
  0, 4, 6, -0.1, 2, -8, -6, 0.1
#2 COCCCNC(=S)NC1CC2CCC(C1)N2Cc1ccccc1 (configuration not stated)
  x, 0, 4, 0.0, -6, x, -7, 1.1
#3 Cc1noc(C)c1COc1cccc(C(=O)NCCc2c[nH]c3ccccc23)c1
  x, -3, 55*, -0.1, -12, x, 15, x
#4 C(#CCN1CCCC1)CC(c1ccccc1)c1ccccc1
  x, 0, 20, 0.0, 7, -6, 9, 1.1
#5 Cc1ccc(NC(=O)Cn2cnc3c(OCc4ccccc4)ncnc32)cc1C
  0, 7, 3, 0.4, -5, 2, 4, -0.2
#6 Cc1ccccc1-c1ccc([C@H]2[C@H]3CN(S(=O)(=O)c4ccc(F)cc4)CCCCN3[C@H]2CO)cc1
  -9, x, 5, 0.0, 0, 5, x, -0.8
#7 O=c1c(Cc2c(F)cccc2Cl)c(O)ccn1CCCN1CCOCC1
  x, -6, -4, 0.0, -12, x, x, x
#8 CCCCCCn1c(=O)n2n(c1=O)C[C@]1(OC(=O)NC3CCCC3)CN(S(=O)(=O)c3ccc(C)cc3)C[C@]1(O)C2
  -1, -3, 5, -0.2, -2, 1, -6, 0.7
#9 O=C(NC1CCCCC1)c1cc([N+](=O)[O-])[nH]n1
  2, x, x, 0.7, x, 1, -8, -0.4
#10 CCc1ccc(NC(=O)N[C@H](C(=O)O)C(C)CC)cc1 (some centres not stated)
  7, 3, 7, -0.3, -8, x, -3, x
#11 C[C@@H]1CCCCO[C@@H](CN(C)C(=O)c2ccccc2)[C@H](C)CN([C@@H](C)CO)C(=O)c2cc(NC(=O)Nc3cccc4ccccc34)ccc2O1
  2, -14, 9, 0.3, -17, -3, x, -0.1
#12 COc1ccc(C)cc1S(=O)(=O)NCCC1=CCCCC1
  5, -4, 4, x, 2, -8, x, x
#13 O=C(CSc1nnc(NC2CC2)s1)NN1C(=O)NC2(CCCCC2)C1=O
  -1, 7, 4, 0.1, -11, 2, 1, -0.1
#14 O=C(CCc1nnc(Cc2cccc(C(F)(F)F)c2)o1)NCCc1ccccc1F
  -6, 0, -78, 0.0, -12, u, -9, x
#15 O=C(NN1C(=O)C2C3C=CC(C4CC34)C2C1=O)c1ccccc1Cl (configuration not stated)
  x, 3, -2, 0.4, -7, x, x, x
#16 C[C@H](CO)N1C[C@H](C)[C@@H](CN(C)C(=O)c2ccncc2)Oc2ncc(C#C[C@@H](C)O)cc2C1=O
  6, 48, -17, 1.5, 20, -6, x, -0.2
#17 COC(=O)C[C@H]1CC[C@H](N)[C@@H](CO)O1
  11, 18, -3, 0.7, -3, -3, -2, 0.0
#18 Cc1ccccc1N(CC(=O)NCCc1ccccc1)C(=O)c1csnn1
  -14, -2, -2, 0.0, 11, -5, 7, x
#19 COc1cccc(C(=O)Nc2ccc(NC(=O)C3CC3)nc2)c1
  -8, -9, -32, 0.0, -3, 8, 5, x
#20 COC(=O)/C=C/COc1ccccc1[N+](=O)[O-]
  x, 15, 3, 0.1, -4, x, 2, 1.9
#21 C[C@@H]1CCCCO[C@@H](CN(C)S(C)(=O)=O)[C@H](C)CN([C@@H](C)CO)C(=O)c2cc(NC(=O)c3ccccc3)ccc2O1
  6, 1, -10, 0.0, 4, 6, x, 0.2
#22 Cc1ccc(-c2ccc([C@@H]3[C@H]4CN(C(=O)Nc5cccc(F)c5)CCCCN4[C@H]3CO)cc2)cc1
  7, x, 12, 0.0, x, x, x, -0.5
#23 Cc1ccc(C(O)(C(=O)NNc2ccc3ccccc3n2)c2ccc(C)cc2)cc1
  3, x, x, 0.0&0.4, x, x, -1&2, -0.1
#24 O=C(Nn1cnnc1)c1ccc(OC(F)(F)C(F)C(F)(F)F)cc1 (configuration not stated)
  2, -8, 6, 0.3, 8, -1, -19, -0.1
#25 CCOc1ccc(C2CC(c3ccc(CC)cc3)n3nc(N)nc3N2)cc1 (configuration not stated)
  2, 4, 4, 0.0, -11, 10, -3, 0.1
#26 Cc1ccc(-c2nc(CS(=O)CC(=O)NCCCc3ccccc3)c(C)o2)cc1 (configuration not stated)
  -6, 2, -19, 0.0, -13, -3, -11, x
#27 CC(C)NC(=O)NC[C@H]1[C@H](c2ccccc2)[C@H](CO)N1C(=O)c1ccccc1
  -1, 10, 3, 0.6, -3, 5, -6, 0.2
#28 Cn1c(CCC(N)=O)nnc1SCC(=O)Nc1cc(S(=O)(=O)N2CCCC2)ccc1Cl
  10, 7, 2, 0.2, -9, 5, -1, 0.0
#29 COC(=O)/C=C1/SC(=NC(=O)c2ccc(OC)cc2)NC1=O
  -14, 0, x, 0.0, -13, -4, -37, x
#30 CC(C)(C)OC(=O)N1CCCN(C(c2cc3ccccc3o2)c2nnnn2C(C)(C)C)CC1 (configuration not stated)
  x, 1, 5, 0.2, 0, x, -5, 0.1
#31 CCCNC(=O)C[C@H]1CC[C@H]2[C@H](COc3ccc(NC(=O)Nc4ccccc4)cc3C(=O)N2C)O1
  10, x, -3, 0.0, x, -6, -1, 0.1
#32 CCCNC(=O)N1CC(=O)N2[C@H](CO)[C@H](c3ccc(-c4ccc(F)cc4)cc3)[C@@H]2C1
  x, -1, 16, 0.0, 4, x, -3, -0.1
#33 O=C(COC(=O)c1c(F)cccc1F)Nc1ccccc1OC(F)F
  -9, -1, 4, 0.1, 14, 1, 0, -0.2
#34 Cc1cc(C)n2nc(C(=O)Nc3ccn(Cc4ccccc4C)n3)cc2n1
  4, -5, -39, 0.1, -9, 0, -1, -0.2
#35 CC(C)(C)C(=O)Nc1nnc(CC(=O)NCc2ccccc2)s1
  x, -3, 10, 0.3, 0, x, -5, x
#36 COC(=O)C[C@H]1CC[C@@H]2[C@H](COc3ccc(NC(=O)Nc4cccc(F)c4)cc3C(=O)N2C)O1
  -11, -8, 1, 0.3, -11, 6, -13, 0.0
#37 CN(C)[C@@H]1CCC[C@H]1OC(=O)C(c1ccccc1)c1ccccc1
  x, u, 4, 0.1, -5, x, 2, -1.7
#38 C[C@@H]1CN([C@H](C)CO)C(=O)c2cc(NS(C)(=O)=O)ccc2O[C@@H]1CN(C)S(=O)(=O)c1ccccc1
  x, x, -3, -0.1, x, -1, x, -0.1
#39 CCN(CC)C(=O)c1cn(-c2cccc(OC)c2)c(=O)c2ccccc12
  -17, -1, -1, 0.3, -7, 12, 0, 67*
#40 COc1ccccc1C(=O)Nc1nnc(SCC(=O)NCC2CCCO2)s1 (configuration not stated)
  -2, -14, -76, -0.1, -4, 5, 1, -0.1
#41 N=c1oc2cc(O)ccc2cc1C(=O)Nc1nc2ccccc2s1
  x, 9, -44, -0.1, -24, x, -4, x
#42 Cc1ccc(OCC(=O)N/N=C/C=C/c2ccco2)c(Br)c1
  0, -8, 9, 0.0, -25, 2, 4, -0.1
#43 CC(C)c1ccc(NC(=O)C2(C)Cc3c(-c4cccc(C(F)(F)F)c4)ccnc3O2)cc1 (configuration not stated)
  5, 1, -3, 0.0, -8, 2, 7, 0.0
#44 Cc1cccc(-c2ncc(CN3CCN(CCC(C)C)C(CCO)C3)cn2)c1 (configuration not stated)
  x, 3, -1, 0.0, -14, 0, -2, x
#45 CNC(=O)C1CC(=O)N(c2ccc(OCC(=O)Nc3ccccc3C)cc2)C1 (configuration not stated)
  -3, -2, -14, -0.1, -1, 18, 6, -0.2
#46 COc1ccc2oc(C(=O)NCC(c3ccco3)N(C)C)c(C)c2c1 (configuration not stated)
  -19, 15, -44, 0.0, -22, 35, -3, x
#47 Cc1nn(C)c(C)c1S(=O)(=O)N1CCC(C(=O)Nc2ccc3c(c2)OCCO3)CC1
  -4, -2, 0, 0.3, 4, -33, 7, 0.0
#48 COc1ccc(/C=C/C(=O)NC(=S)Nc2ccc(S(=O)(=O)Nc3cc(C)on3)cc2)cc1
  -4, -3, 2, 0.3, -22, 0, -4, 0.5
#49 CCC(=O)N1CC(=O)N2[C@H](CO)[C@@H](c3ccc(C#Cc4cccc(F)c4)cc3)[C@H]2C1
  x, 5, -1, 0.2, -18, x, x, -0.3
#50 NS(=O)(=O)c1ccc(NC(=S)N2CCc3ccccc32)cc1
  -6, 59, -8, 0.0, -18, -3, -8, x
#51 COc1ccc(C)cc1NC(=O)C1CCCN(S(=O)(=O)c2ccc3[nH]c(=O)ccc3c2)C1 (configuration not stated)
  x, -4, x, 0.0, -12, x, 1, 0.0
#52 Cc1ccc(S(=O)(=O)N2CCCN(C(C)c3nc4ccccc4c(=O)[nH]3)CC2)cc1 (configuration not stated)
  -20, -5, 6, -0.1, -29, -1, -3, x
#53 CCn1c(C)nc2cc(C(=O)NNC(=S)Nc3ccccc3)ccc21
  x, -29, -52, 0.0, -3, -1, -1, x
#54 Cc1cc2oc(=O)cc(CN3CCCCC3)c2cc1O
  3, 2, -7, 0.2, -8, 11, -14, x
#55 Cc1noc(C)c1S(=O)(=O)N(C)C[C@H]1OCc2ccccc2-c2c(n(C)c3ccccc23)C(=O)N([C@@H](C)CO)C[C@@H]1C
  7, 0, 7, 0.3, 7, -4, -4, -0.5
#56 COc1ccc(S(=O)(=O)NCCc2ccncc2)cc1
  -7, -5, 4, -0.1, -9, -4, 17, 0.2
#57 C[C@H]1Cn2cnc(C(=O)Nc3ccccc3)c2C(=O)N1
  3, -1, -4, 0.0, -10, 13, -4, 0.1

Bioassay records from PubChem BioAssay.
